# High-throughput results deposited in PubChem by Sanford-Burnham Center for Chemical Genomics.
# APJ antag – APJ receptor antagonism | actives 0.32% (n = 330,000) | AID 2521 | CHO-K1 APJ beta-arrestin complementation, luminescence | inhibition, % at 20 µM | P35414;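 active means inhibition above about 40% at 20 µM, limit read from the data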;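 further: cells challenged with 10 nM apelin-13 agonist together with compound; plate controls were apelin-13 plus DMSO wells for no effect and DMSO wells lacking apelin-13 for full effect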
# Target sequence (P35414 whole entry, looked up): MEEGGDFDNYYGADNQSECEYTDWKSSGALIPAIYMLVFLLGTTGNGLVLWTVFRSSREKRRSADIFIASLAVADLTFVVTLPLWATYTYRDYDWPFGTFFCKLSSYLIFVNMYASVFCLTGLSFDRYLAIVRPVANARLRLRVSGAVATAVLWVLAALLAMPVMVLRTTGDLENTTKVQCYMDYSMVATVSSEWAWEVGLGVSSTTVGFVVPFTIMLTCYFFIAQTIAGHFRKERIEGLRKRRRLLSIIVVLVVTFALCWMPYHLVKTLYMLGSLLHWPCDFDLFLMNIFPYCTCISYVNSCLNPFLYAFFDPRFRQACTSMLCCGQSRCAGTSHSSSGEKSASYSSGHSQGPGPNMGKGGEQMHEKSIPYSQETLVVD
# APJ ag – APJ receptor agonism; CHO-K1 APJ PathHunter beta-arrestin, luminescence; 0% DMSO wells, 100% apelin; activation, % at 20 µM; P35414; actives 0.11% (n = 330,000);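 active means activation more than six SD over the plate average, tested at 20 µM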;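 further: 0% = DMSO alone and 100% = apelin-13 at 10 nM; some results filed as inactive read as strong as hits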
#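 Test system – PathHunter CHO-K1 APJ (AGTRL-1) beta-arrestin reporter cells · Input – 1000 cells/well · Compound – single test compound dose, 20 µM final, 1% DMSO · Times – compound stimulation 90 min at 25 °C, detection 60 min · Technique – beta-gal luminescence · Read-out basis – APJ–arrestin association signal · Control set – negative DMSO alone, positive Apelin-13 at 10 nM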
# CXCR6 inh – blocks human CXCR6 beta-arrestin recruitment. CHO-K1 PathHunter CXCR6 beta-arrestin, luminescence. O00574. inhibition, % at 20 µM. actives 0.36% (n = 360,000). AID 602244; in the data active means inhibition above about 34%, passing the limit was not always enough;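 further: antagonist mode with CXCL16 agonist at 10 nM final; 0% = 10 nM CXCL16 with DMSO and 100% = unstimulated wells without agonist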
# UBC13 polyUb – human UBC13 polyubiquitination inhibition. P61088. UBC13 polyubiquitin chain formation, TR-FRET. inhibition, % at 20 µM. actives 0.47% (n = 330,000); in the data active means inhibition above about 45%, passing the limit was not always enough
# Target sequence (P61088 whole entry, looked up): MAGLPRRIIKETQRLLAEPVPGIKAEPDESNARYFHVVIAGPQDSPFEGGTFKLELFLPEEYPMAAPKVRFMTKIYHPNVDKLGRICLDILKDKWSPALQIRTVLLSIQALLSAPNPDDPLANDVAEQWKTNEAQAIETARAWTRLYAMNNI
# EBI2 antag – EBI2 (human) antagonism | EBI2 beta-arrestin recruitment, luminescence, 7a,25-OHC stimulated | inhibition, % at 5 µM | actives 0.81% (n = 360,000); in the data active means inhibition above about 38%;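 further: enzyme fragment complementation signal reports receptor beta-arrestin coupling in cells; 0% = agonist plus DMSO wells and 100% = wells without agonist; some results beyond the cut were filed as inactive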
# ATG4B inhibitor – inhibitors of human ATG4B cysteine protease. ATG4B cleavage of LC3-PLA2, NBD-HPC fluorescence, 1 h. inhibition, % at 8.33 µM. actives 0.51% (n = 340,000). AID 504462; in the data active means inhibition above about 40%
# Gli-Sufu block – blocks Gli-Sufu signaling in a luciferase reporter. Sufu-KO-LIGHT fibroblasts, Gli luciferase reporter luminescence. inhibition, % at 5 µM. actives 0.74% (n = 340,000). AID 588413;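 active means inhibition above about 55%, limit read from the data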;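 further: 0% = DMSO-treated cells and 100% = wells with medium but no cells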
# CCR6 antagonist – CCR6 (human) receptor antagonism. P51684. CHO-K1 CCR6 PathHunter beta-arrestin, luminescence, CCL20-stimulated. inhibition, % at 20 µM. actives 0.49% (n = 340,000). AID 493098;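 active means compounds whose inhibition of the agonist-driven luminescence signal at 20 µM reaches about 50%, limit read from the data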;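 further: cells stimulated with CCL20 at 14 nM final; plate controls were DMSO with CCL20 for no effect and DMSO without agonist for full effect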
# Target sequence (P51684 whole entry, looked up): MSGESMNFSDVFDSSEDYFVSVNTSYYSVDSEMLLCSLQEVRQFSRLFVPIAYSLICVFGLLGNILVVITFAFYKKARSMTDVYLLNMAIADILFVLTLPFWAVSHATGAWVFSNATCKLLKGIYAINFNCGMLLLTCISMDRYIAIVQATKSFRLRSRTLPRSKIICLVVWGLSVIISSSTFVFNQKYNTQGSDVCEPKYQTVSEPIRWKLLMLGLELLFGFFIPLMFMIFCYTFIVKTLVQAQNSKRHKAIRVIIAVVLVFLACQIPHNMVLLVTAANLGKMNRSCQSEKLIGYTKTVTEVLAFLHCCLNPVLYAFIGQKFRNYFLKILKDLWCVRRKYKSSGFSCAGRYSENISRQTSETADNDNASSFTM
# The depositor's hits bear a star; / = no result given; & = joins results of further samples. This is a random part of the collection. Share with any hit: about 3%.
SMILES,APJ antag,APJ ag,CXCR6 inh,UBC13 polyUb,EBI2 antag,ATG4B inhibitor,Gli-Sufu block,CCR6 antagonist
COc1ccc(CC(=O)N2CC(C)CC(C)C2)cc1 (stereo unspecified),22.3,-4.9,3.6,-1.9,-13.0,1.4,9.4,8.1
CCC(OC(=O)CCc1nc2ccccc2[nH]c1=O)C(=O)c1ccccc1 (stereo unspecified),7.3,-1.8,5.5,33.1,-8.1,-4.3,3.3,16.9
O=C(O)C1CCN(C(=O)COc2ccc(Br)cc2)CC1,3.7,0.7,-9.3,0.6,4.0,5.0,-3.4,1.1
CCOc1ccc(Cl)cc1S(=O)(=O)N1CCC(C(=O)NCc2ccco2)CC1,6.9,-0.1,1.0,2.6,-6.9,1.7,-10.4,1.4
O=C(N/N=C/c1cccc([N+](=O)[O-])c1)c1c[nH]c2ccccc12,-14.5,-1.0,5.7,3.1,9.3,-18.2,-27.5,9.1
Cc1ccc(NC(=O)COC(=O)C2CCN(c3ccc(C(F)(F)F)cn3)CC2)cc1C,2.2,0.5,-10.0,-6.2,-3.0,-4.0,-8.6,3.9
CC1CCN(C(=O)c2cc3c(ccc4ccccc43)o2)CC1,-20.3,-5.8,5.2,1.7,81.8*,20.0,-53.4,31.3
COCCN(C(=O)CCC(=O)Nc1ccccn1)C(C(=O)NC(C)(C)C)c1ccc(OC)cc1 (stereo unspecified),9.3,-0.8,-3.3,4.4,-6.2,-3.1,-11.7,16.9
CCn1c(=O)c2cc(C(=O)Nc3ccc(OC)cc3OC)sc2c2ccccc21,-15.8,-3.0,1.5,-3.2,-2.8,0.5,4.7,7.3
O=C(NCc1ccc(F)cc1)c1cc2ccccn2n1,-8.0,-6.2,-0.7,-1.6,1.2,-2.5,-8.7,-2.9
COc1ccc(-c2nc(CS(=O)(=O)CC(=O)NCc3ccccc3OC)c(C)o2)cc1,-4.1,-2.3,1.8,-7.5,1.4,4.7,-0.4,13.6
CCOC(=O)c1c(NC(=O)CN2CCCc3ccccc32)sc(C)c1CC,5.9,-4.6,-7.2,7.5,14.0,16.1,1.2,17.2
COc1ccc(C=O)c(OCc2cn(CC(=O)c3ccc(O)cc3)nn2)c1,/,/,16.9,/,11.2,-4.3,-5.3,26.6
O=C(Cc1ccccc1)NC(NCCCN1CCOCC1)(C(F)(F)F)C(F)(F)F,-1.3,-3.2,3.2,7.7,-15.2,-8.8,-8.7,-3.2
Cc1ccc(C(=O)NC(=S)Nc2ccc(N3CCOCC3)cc2)cc1C,10.9,-0.1,2.5,4.1,21.4,5.4,-15.0,16.8
CC(CN1CCOCC1)OC(=O)c1cccs1 (stereo unspecified),5.2,-3.8,7.0,4.8,-14.4,7.4,-23.2,-4.9
CCOC(=O)c1cc(-c2ccc(C)cc2)n(CCC(=O)NCCCOC)c1C,8.3,-1.9,6.5,7.3,-2.3,-14.2,4.9,4.8
COc1ccccc1-n1c(SCC(=O)NC2CCCC2)nc2cccnc21,4.4,6.0,-2.8,-3.9,-10.1,-14.8,0.0,0.2
CCc1ccc(NC(=O)C(C)Nc2ccc(S(=O)(=O)NC(C)=O)cc2)cc1 (stereo unspecified),-8.6,-2.1,-8.1,-2.9,-7.9,-17.4,1.5,-6.5
COc1ccc2c(c1)-c1nc(NC(=O)c3ccco3)sc1CC2,-11.4,-0.9,-6.1,4.8,3.6,16.7,-43.2,9.6

# As a short view, part of the list above:
SMILES,APJ antag,APJ ag,CXCR6 inh,UBC13 polyUb,EBI2 antag,ATG4B inhibitor,Gli-Sufu block,CCR6 antagonist
CCc1ccc(NC(=O)C(C)Nc2ccc(S(=O)(=O)NC(C)=O)cc2)cc1 (stereo unspecified),-8.6,-2.1,-8.1,-2.9,-7.9,-17.4,1.5,-6.5
COc1ccc2c(c1)-c1nc(NC(=O)c3ccco3)sc1CC2,-11.4,-0.9,-6.1,4.8,3.6,16.7,-43.2,9.6

# Next records follow:
SMILES,APJ antag,APJ ag,CXCR6 inh,UBC13 polyUb,EBI2 antag,ATG4B inhibitor,Gli-Sufu block,CCR6 antagonist
CCOC(=O)CNC(=O)c1ccccc1,16.7,-0.6,-2.5,5.2,2.4,-10.8,-21.4,15.7
Cc1ccc(C(=O)Oc2cc(C)n(C)c(=O)c2)cc1,4.8,-2.1,-13.6,-7.2,-3.0,-1.5,10.6,-15.4
O=C(NC1CCCCC1)Oc1ccccc1,-15.4,2.1,-2.3,-6.6,-1.7,0.1,-9.5,5.6
CC(=O)OCC(=O)[C@@]1(O)CC[C@H]2[C@@H]3CCC4=CC(=O)C=C[C@]4(C)[C@H]3[C@@H](O)C[C@@]21C,5.6,-2.0,1.0,-9.0,-1.1,-0.2,4.4,6.3
CN(C)/C=N/c1[nH]ncc1C#N,-1.3,-0.1,-5.1,8.2,7.1,7.2,-1.0,-8.0
O=C(CN1CCOCC1)NNc1nc(-c2ccccc2)c2cc(Br)ccc2n1,-13.0,-4.9,-0.1,-4.3,-2.0,1.0,3.2,17.8
CCOCCCNS(=O)(=O)Cc1ccccc1,9.0,-1.2,-4.0,-13.7,-8.0,3.1,-2.9,3.4
Cc1ccc(/C=N\n2c(-c3ccccc3)n[nH]c2=S)s1,11.3,-4.7,3.7,5.6,-3.7,-1.9,2.4,8.0
O=c1c(OC2OC(CO)C(O)C(O)C2O)c(-c2ccc(O)c(O)c2)oc2cc(O)cc(O)c12 (stereo unspecified),-4.5,6.6,15.9,2.1,-12.3,0.6,0.0,16.1
Cc1ccc(-n2c(C)cn(C(=O)c3ccccc3)c2=S)cc1,10.6,-3.7,8.3,2.9,1.4,15.8,-0.4,11.5
O=C(c1ccc2nc[nH]c2c1)N1CCN(c2cccc(C(F)(F)F)c2)CC1,-16.7,-0.2,-3.2,-10.5,-32.5,0.3,-3.4,10.8
Cc1ccc(S(=O)(=O)N2CCOCC2)cc1NC(=O)CNCc1ccccc1Cl,7.6,5.3,-8.7,-5.8,3.7,-6.9,-8.5,18.6
CC(Sc1nnc2n1CCCCC2)C(=O)Nc1ccccc1[N+](=O)[O-] (stereo unspecified),2.3,-0.4,-3.0,-6.9,-6.9,3.3,3.8,-0.4
Cc1ccc(CN2CCc3[nH]c(=S)[nH]c(=O)c3C2)cc1,-2.8,3.3,-16.6,-2.1,-3.2,-4.7,1.2,-7.1
COc1ccc(C(=O)Nc2cccnc2Sc2ccc(Cl)cc2)cc1,0.6,-0.8,-1.8,-0.7,2.1,-9.6,-4.2,10.8
COc1cc2c(cc1OC)C(CSc1ccccc1C(=O)O)=NC(C)(C)C2,17.0,0.6,2.7,1.0,0.0,-9.1,7.2,-1.8
Oc1ccc(/C=N/n2c(COc3ccccc3)n[nH]c2=S)cc1O,14.3,-2.3,0.8,3.1,3.9,-6.2,3.1,23.2
COc1ccc(F)c(CN2CCCC(CNS(=O)(=O)c3cccc4cccnc34)C2)c1 (stereo unspecified),12.8,-5.1,6.7,6.4,12.2,-15.5,14.8,7.2
O=C(c1ccc(N2CCCS2(=O)=O)cc1)N1CCN(c2ccccc2)CC1,3.0,-1.5,-4.9,-5.8,7.2,-1.9,-15.3,11.2
COc1ccc(OC)c(/C=C/C(=O)N2C(=O)c3cccc(N)c3C2=O)c1,13.5,-0.8,34.3,9.5,24.4,-4.1,12.5,21.7
CCN(C(=O)COC(=O)CNC(=O)c1ccc(F)cc1)C1CCS(=O)(=O)C1 (stereo unspecified),4.1,-1.9,-6.6,11.4,3.6,-3.3,-6.2,-11.8
CCOc1ccc(C2NC(=S)NC3=C2CCc2ccccc23)cc1 (stereo unspecified),13.2,-1.5,2.9,-1.5,3.3,8.8,1.4,-2.6
O=C(CSc1nnc(CCc2nc3ccccc3[nH]2)n1-c1ccccc1)NCc1ccccc1,2.5,-2.4,1.2,-1.2,-8.4,-10.0,-4.2,5.8
CC(Sc1nc2ccccc2c(=O)n1CC1CCCO1)C(=O)NC(C)c1ccccc1 (stereo unspecified),16.8,-4.8,8.1,-3.6,0.6,2.4,1.7,4.3
COc1cc(/C=N/NC(=O)c2cc(-c3ccc4c(c3)OCO4)n[nH]2)ccc1O,-7.0,2.7,-6.7,-2.7,-0.6,-28.5,-16.0,-5.2
Cc1ccccc1Nc1nnc(-c2ccc(C(=O)NCCO)cc2)c2ccccc12,-0.8,-1.8,-5.3,-5.5,8.8,-4.9,0.8,-2.8
Cn1cnnc1SCC(=O)N(Cc1ccc2c(c1)OCO2)C1(C(=O)NC2CCCCC2)CCCC1,5.3,-3.3,5.1,-9.9,-1.9,1.5,2.7,-6.1
O=C(CSc1ccccc1)Nc1ccc2c(c1)OCCO2,27.2,-4.3,-1.1,-4.6,2.8,0.6,4.9,6.0
O=S(=O)(NCCc1ccncc1)c1ccc(F)cc1,-5.9,-0.9,-5.5,2.6,-3.6,2.2,-7.9,6.8
Cn1c(NNC(=O)c2cccc3ccccc23)cc(=O)n(C)c1=O,13.9,-7.9,12.1,-5.5,-0.4,-11.6,2.5,17.1
CC(C)(C)c1ccc(CCC2OCC(C[N+]3(C)CCOCC3)O2)cc1 (stereo unspecified),16.1,-6.2,4.4,8.2,-4.0,4.5,3.0,-6.2
Cc1ccccc1CN(C)CC(=O)Nc1ccccc1-c1ccccc1,5.0,-2.1,10.4,-4.0,1.4,51.5*,4.8,38.4
O=c1c2ccccc2nc(CSc2ncnc3nc[nH]c23)n1-c1cccc(C(F)(F)F)c1,8.4,0.8,-1.8,-4.2,0.0,-4.8,-31.9,-9.9
COc1ccc(C2C3=C(CCCC3=O)Nc3nc(C(F)(F)F)nn32)c(OC)c1OC (stereo unspecified),-5.3,0.6,-1.7,0.9,-13.6,4.1,-105.2,-15.0
O=C(CCC(=O)OCC(F)(F)C(F)F)Nc1ccc(Cl)cc1,6.7,-2.4,-3.8,4.6,-6.0,2.5,0.2,-6.0
CCN1CCN(c2ncc3c(n2)CC(c2ccc(OC)c(OC)c2)CC3=O)CC1 (stereo unspecified),-4.2,-3.3,3.8,-5.5,-18.3,-8.9,11.1,-4.6
CC(C)NC(=O)c1n[nH]c(=O)c2ccccc12,13.5,1.4,-5.9,-5.1,-2.2,-3.0,-0.8,2.0
CCc1nnc(NS(=O)(=O)c2ccc(NC(=O)c3ccccc3C)cc2)s1,-16.5,2.1,-3.6,-3.4,-4.1,-6.7,-3.8,8.7
C/C(N)=C(/C#N)C(=O)COC(=O)COc1ccc(Cl)cc1,-42.7,1.9,4.9&-3.5,5.7,-2.9&0.8,-7.4&-10.4,-2.4&2.6,-7.0&-6.0
CCN(CC)CCN1C(=O)C(=O)/C(=C(/O)c2c(C)[nH]c(C(=O)OC)c2C)C1c1cccnc1 (stereo unspecified),6.4,4.0,-3.4,-5.3,-4.0,-6.3,4.8,-7.2
Cc1ccc(C)c(-c2cc(C(=O)N/N=C/c3cccnc3)c3ccccc3n2)c1,-3.0,-0.6,1.0,1.3,5.1,-2.1,52.2,-0.3
CCCCCCCC1(C)NC(=O)NC1=O (stereo unspecified),-6.3,2.0,-7.4,13.3,-8.3,-0.1,12.1,11.1
Cc1ccc(S(=O)(=O)NCc2csc(C)n2)c(C)c1,1.9,-0.5,-9.1,5.9,-8.4,7.6,-0.7,-10.4
CCCCOP(=O)(c1ccc(N(C)C)cc1)C(O)c1ccc(OC)cc1 (stereo unspecified),3.4,-2.4,6.8,2.4,1.9,-1.9,5.4,8.3

# Record cards, from the list above. Order of values: APJ antag | APJ ag | CXCR6 inh | UBC13 polyUb | EBI2 antag | ATG4B inhibitor | Gli-Sufu block | CCR6 antagonist
# Oc1ccc(/C=N/n2c(COc3ccccc3)n[nH]c2=S)cc1O is entered as 14.3 | -2.3 | 0.8 | 3.1 | 3.9 | -6.2 | 3.1 | 23.2
# O=C(CSc1nnc(CCc2nc3ccccc3[nH]2)n1-c1ccccc1)NCc1ccccc1 is entered as 2.5 | -2.4 | 1.2 | -1.2 | -8.4 | -10.0 | -4.2 | 5.8
# Cc1ccccc1Nc1nnc(-c2ccc(C(=O)NCCO)cc2)c2ccccc12 is entered as -0.8 | -1.8 | -5.3 | -5.5 | 8.8 | -4.9 | 0.8 | -2.8
